S-ASM inh: human S-ASM enzyme inhibition; AID 504937; Potency, µM (doses to about 57.5 µM), for inactives: top-dose activity change, negative = inhibition, usual class: inhibitors; placental ASM, HMU-PC fluorogenic substrate, 60 min; P17405; 0.006% of 340,000 active; further: potency means the concentration at half of the fitted maximal effect
Target sequence (P17405 47-631 limits assumed): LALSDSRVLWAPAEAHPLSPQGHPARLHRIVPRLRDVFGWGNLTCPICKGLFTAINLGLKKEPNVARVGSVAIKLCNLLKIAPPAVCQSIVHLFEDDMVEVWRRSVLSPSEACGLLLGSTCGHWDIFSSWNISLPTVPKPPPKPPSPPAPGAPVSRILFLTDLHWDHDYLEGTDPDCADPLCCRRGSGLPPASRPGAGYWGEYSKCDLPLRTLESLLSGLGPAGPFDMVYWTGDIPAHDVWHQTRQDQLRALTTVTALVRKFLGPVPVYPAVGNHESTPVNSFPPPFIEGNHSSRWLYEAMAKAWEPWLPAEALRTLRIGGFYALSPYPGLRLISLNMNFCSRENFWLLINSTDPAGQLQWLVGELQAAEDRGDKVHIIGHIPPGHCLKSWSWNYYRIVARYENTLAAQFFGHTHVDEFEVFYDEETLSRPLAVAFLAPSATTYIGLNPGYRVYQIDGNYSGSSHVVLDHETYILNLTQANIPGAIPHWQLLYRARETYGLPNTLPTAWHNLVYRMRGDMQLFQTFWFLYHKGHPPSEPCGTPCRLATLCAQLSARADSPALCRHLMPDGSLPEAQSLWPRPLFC
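HMU-PC0 cleavage (9 uM final) by human placental ASM, 60 min at 37 °C following 10 min compound exposure at RT; stopped at pH 10, fluorescence Ex 386/Em 447 nm.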
TCR activator: T cell receptor activation; 330,000 tested, under 10 active; primary human leukocytes, anti-CD3, IL-2 HTRF, 48 h; Potency, µM (highest dose often 9.22 µM), without a hit: at the highest dose activation of IL-2 secretion, hits mostly activators; further: % of control where 0% means no effect
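IL-2 release read by HTRF sandwich (Eu cryptate donor, d2 acceptor, 665 nm emission) after 48 hr exposure of primary human leukocytes to compound together with anti-CD3 beads in the absence of co-stimulatory signals.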
TSG101-PTAP inh: blocks PTAP/TSG101 interaction to inhibit HIV-1 budding. Fluorescence polarization, FITC-PTAP peptide / Tsg101 binding. Potency, µM (titrated, usually from 115 µM), for inactives: top-dose activity change, negative = inhibition, most hits filed as inhibitors. 340,000 tested, under 10 active. AID 493005; active means well fitted inhibition curve with a large enough effect in the main read-out, with a control signal flat, not every such curve was filed as active; inconclusive means small, poorly fitted or top-dose-only effect, or effect the other way, or a change in a side signal; inactive means no such curve, though single readings can be large or run the other way; further: potency means the concentration at half of the fitted maximal effect; % of control where 0% means no effect
Target sequence (Q99816 whole entry, looked up): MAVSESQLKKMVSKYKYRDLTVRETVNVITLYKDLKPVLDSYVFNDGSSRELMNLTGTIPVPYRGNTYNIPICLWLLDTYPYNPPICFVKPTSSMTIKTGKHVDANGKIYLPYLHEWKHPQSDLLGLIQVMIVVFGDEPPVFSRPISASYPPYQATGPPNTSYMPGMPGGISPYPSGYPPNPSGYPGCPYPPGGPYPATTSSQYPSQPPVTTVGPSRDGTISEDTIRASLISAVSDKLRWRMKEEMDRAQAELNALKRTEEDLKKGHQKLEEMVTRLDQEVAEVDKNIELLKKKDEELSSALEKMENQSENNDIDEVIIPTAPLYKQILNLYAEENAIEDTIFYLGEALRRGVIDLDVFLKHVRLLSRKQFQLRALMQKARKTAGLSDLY
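Fluorescence polarization binding of Tsg101 binding domain (10 uM final) to FITC-labeled PTAP peptide (50 nM final) in HEPES pH 7.5 buffer with NaCl, Tween 20, EDTA, TCEP. Compounds added before peptide; binding 20 min at RT.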
Integrin act MD: activates integrin-mediated alleviation for muscular dystrophy | alpha7betagal myoblasts, beta-gal FDG fluorescence, 48 h | 0.064% of 350,000 active | AID 624291 | Potency, µM (titrated, usually from 38.3 µM), for inactives: at the highest dose activation, usual class: activators;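 further: potency means the concentration at half of the fitted maximal effect; 100% = response of the positive control SU9516; nearly all actives have a fitted effect of over 60% in size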
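alpha7betagal+/- myoblasts (passage 13, 250/well) treated 48 h at 37C with compounds at 1:260 dilution of DMSO stock. Lysed, then beta-galactosidase activity read as FDG fluorescence (ex 480/em 540) after 30 min, with pre-read for autofluorescence.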
Numbers without * were called inactive; [ ] = another dose, or the depositor's remark. Unless noted, the call rests on the fitted dose curve; in most records, active means well fitted curve in the direction sought with a large enough effect; inconclusive means small, poorly fitted or top-dose-only effect, or another doubt; inactive means no such curve, though single readings can be large; an effect the other way counts as inactive or inconclusive.

Screening O=C(Sc1n[nH]c(=O)[nH]c1=O)c1ccccc1 returned S-ASM inh 2%, TCR activator 10%, TSG101-PTAP inh -3% and Integrin act MD -11%.
For CCN(CC)CCOC(=O)c1ccc(N=CC2=C(O)CC(C)(C)CC2=O)cc1 the results were S-ASM inh 4%, TCR activator 3%, TSG101-PTAP inh -4% and Integrin act MD 0%.
For C=CC(=O)N1C/C(=C/c2ccc(F)cc2)C(=O)/C(=C\c2ccc(F)cc2)C1 the results were S-ASM inh -13%, TCR activator 2%, TSG101-PTAP inh 1% and Integrin act MD -3%.
C/C=C(\C)C(=O)OC1[C@H](OC(C)=O)C2(CO)C(CC1(C)C)C1=CCC3C4(C)CCC(O[C@@H]5O[C@H](C(=O)O)[C@@H](O[C@@H]6O[C@H](CO)[C@@H](O)[C@H](O)[C@H]6O)[C@H](O)[C@H]5O[C@H]5O[C@H](CO)[C@@H](O)[C@H](O)[C@H]5O)[C@](C)(CO)C4CCC3(C)[C@]1(C)C[C@H]2O (some centres undefined) was read as S-ASM inh -9%, TCR activator 3%, TSG101-PTAP inh -11% and Integrin act MD -52%[inhibitor].
For O=C1C(=O)N(c2ccccc2)C(c2ccccc2)C1c1ccccc1 (centres undefined) the results were S-ASM inh 0%, TCR activator 1%, TSG101-PTAP inh -1% and Integrin act MD 10%.
N#CC1C(=O)NC(c2ccccc2)=CC1c1ccccc1 (centres undefined) was read as S-ASM inh 81%[activator], TCR activator 4%, TSG101-PTAP inh -2% and Integrin act MD -23%.
COc1ccc(C2/C(=C(/O)c3ccc4c(c3)CC(C)O4)C(=O)C(=O)N2CCCn2ccnc2)cc1OC (centres undefined) was read as S-ASM inh -1%, TCR activator 2%, TSG101-PTAP inh -3% and Integrin act MD 5%.
`COc1cccc(C(=O)NNC(=O)c2ccc3ccccc3c2)c1` gave S-ASM inh 1%, TCR activator -3%, TSG101-PTAP inh 0% and Integrin act MD -2%.
CCCCn1c2nc3ccccc3nc2c2c(=O)n(CC(C)C)cnc21 was read as S-ASM inh 39%[activator], TCR activator -9%, TSG101-PTAP inh 0% and Integrin act MD 0%.
`N#CC1=C(SCC(=O)Nc2ccccc2)NC(=O)CC1c1ccco1` (centres undefined) gave S-ASM inh 1%, TCR activator 0%, TSG101-PTAP inh -2% and Integrin act MD 20%.

Arranged by molecular weight (rising): 4 of the compounds above.
`COc1cccc(C(=O)NNC(=O)c2ccc3ccccc3c2)c1` gave S-ASM inh 1%, TCR activator -3%, TSG101-PTAP inh 0% and Integrin act MD -2%.
For O=C1C(=O)N(c2ccccc2)C(c2ccccc2)C1c1ccccc1 (centres undefined) the results were S-ASM inh 0%, TCR activator 1%, TSG101-PTAP inh -1% and Integrin act MD 10%.
`N#CC1=C(SCC(=O)Nc2ccccc2)NC(=O)CC1c1ccco1` (centres undefined) gave S-ASM inh 1%, TCR activator 0%, TSG101-PTAP inh -2% and Integrin act MD 20%.
For CCN(CC)CCOC(=O)c1ccc(N=CC2=C(O)CC(C)(C)CC2=O)cc1 the results were S-ASM inh 4%, TCR activator 3%, TSG101-PTAP inh -4% and Integrin act MD 0%.

Of the compounds above, 2 have a cyano group.
N#CC1C(=O)NC(c2ccccc2)=CC1c1ccccc1 (centres undefined) was read as S-ASM inh 81%[activator], TCR activator 4%, TSG101-PTAP inh -2% and Integrin act MD -23%.
`N#CC1=C(SCC(=O)Nc2ccccc2)NC(=O)CC1c1ccco1` (centres undefined) gave S-ASM inh 1%, TCR activator 0%, TSG101-PTAP inh -2% and Integrin act MD 20%.

New compounds follow
For O=c1[nH]c(=O)n(C2OC(CO)C(O)C2O)cc1F (centres undefined) the results were S-ASM inh 4%, TCR activator 2%, TSG101-PTAP inh -1% and Integrin act MD 2%.
CC(=O)Nc1ccccc1-c1ccccc1[N+](=O)[O-] was read as S-ASM inh 1%, TCR activator -9%, TSG101-PTAP inh -1% and Integrin act MD -31%.
Cc1cc(C)nc(N2CCC(C(=O)NC3CCCCCC3)CC2)n1 was read as S-ASM inh 4%, TCR activator -9%, TSG101-PTAP inh -4% and Integrin act MD -6%.
CC(=O)N(c1cc(C)ccc1C)c1ccccc1[N+](=O)[O-] was read as S-ASM inh -1%, TCR activator -3%, TSG101-PTAP inh -10% and Integrin act MD 13%.
Screening CC1(C)Cc2c(C#N)c(SCC(=O)O)nc(N3CCOCC3)c2CO1 returned S-ASM inh 2%, TCR activator 1%, TSG101-PTAP inh -11% and Integrin act MD 2%.
For CCOC(=O)C1CCCN(C(=O)C2CCN(S(=O)(=O)c3ccc(Cl)c(C(F)(F)F)c3)CC2)C1 (centres undefined) the results were S-ASM inh -1%, TCR activator -3%, TSG101-PTAP inh -8% and Integrin act MD -15%.
`Oc1cc(O)cc(-c2cc3ccc(O)cc3o2)c1` gave S-ASM inh 91%[activator], TCR activator -1%, TSG101-PTAP inh 2% and Integrin act MD 32%.
`C[C@H]1CN([C@@H](C)CO)C(=O)Cc2cc(NC(=O)Nc3ccccc3)ccc2O[C@H]1CN(C)Cc1ccccc1` gave S-ASM inh -3%, TCR activator -9%, TSG101-PTAP inh -4% and Integrin act MD -24%.
`CCN1C(=O)CC(C(C)C)N(C2CCCC2)c2nc(Nc3ccc(C(=O)NC4CCN(C)CC4)cc3OC)ncc21` (centres undefined) gave S-ASM inh -13%, TCR activator -3%, TSG101-PTAP inh -7% and Integrin act MD -42%[inhibitor].
For O=C(Nc1ccc(C(=O)N2CCCC2)cc1)c1ccccc1 the results were S-ASM inh 6%, TCR activator 2%, TSG101-PTAP inh 3% and Integrin act MD -5%.
Screening O=C(CC1Sc2ccccc2NC1=O)NNc1ccc(F)cc1 (centres undefined) returned S-ASM inh -2%, TCR activator 3%, TSG101-PTAP inh -8% and Integrin act MD -21%.
Screening CC(=O)Oc1ccc(-c2cc3ccc(OC(C)=O)cc3oc2=O)cc1 returned TCR activator -14%, TSG101-PTAP inh 1% and Integrin act MD -31%.
For COc1ccc(C(=O)NC2CC2)cc1OC1CCN(Cc2ccc(F)cc2Cl)CC1 the results were S-ASM inh 3%, TCR activator 1%, TSG101-PTAP inh -3% and Integrin act MD -8%.
COc1cc(Br)cc(C(c2c(C)n(C)n(-c3ccccc3)c2=O)c2c(C)n(C)n(-c3ccccc3)c2=O)c1O was read as S-ASM inh 7%, TCR activator 1%, TSG101-PTAP inh 0% and Integrin act MD -11%.
COc1ccc(-n2c3c(cc(C(=O)Nc4ccc(C)cc4)c2=O)C(=O)CCC3)cc1 was read as S-ASM inh -7%, TCR activator -1%, TSG101-PTAP inh -4% and Integrin act MD 0%.
For COc1ccc(C(CNC(=O)CCNS(=O)(=O)c2ccccc2C(F)(F)F)N2CCOCC2)cc1 (centres undefined) the results were S-ASM inh -4%, TCR activator -3%, TSG101-PTAP inh -2% and Integrin act MD 8%.
`Cc1cccc2c1NC(=O)C2=O` gave S-ASM inh 4%, TCR activator -1%, TSG101-PTAP inh -5% and Integrin act MD 4%.
For Brc1ccc(COc2cccc3cccnc23)cc1 the results were S-ASM inh -3%, TCR activator -10%, TSG101-PTAP inh -1% and Integrin act MD -13%.
For O=S(=O)(Nc1c(O)ccc2ccccc12)c1cccc2ccccc12 the results were S-ASM inh -4%, TCR activator -17%, TSG101-PTAP inh 2% and Integrin act MD 0%.
For CC(C)CNC(=O)c1ccccc1C(=O)NC1(C(=O)NCC(C)C)CCCC1 the results were S-ASM inh 0%, TCR activator 2%, TSG101-PTAP inh 0% and Integrin act MD 12%.
O=C(Nc1csnn1)OCc1ccccc1 was read as S-ASM inh 0%, TCR activator -22%, TSG101-PTAP inh -1% and Integrin act MD 12%.
Screening CC(C)=CCc1c(-c2ccc(O)cc2O)oc2cc3c(c(O)c2c1=O)C=CC(C)(C)O3 returned S-ASM inh 26%, TCR activator -5%, TSG101-PTAP inh 0% and Integrin act MD -16%.
Screening COc1ccc(C2c3cc4c(cc3OC(NNC(N)=O)C2C)OCO4)cc1 (centres undefined) returned S-ASM inh 0%, TCR activator 0%, TSG101-PTAP inh -3% and Integrin act MD -1%.
`Cc1nc2ccc(Br)cc2c(=O)n1Cc1cccs1` gave S-ASM inh -1%, TCR activator 1%, TSG101-PTAP inh -1% and Integrin act MD -4%.
COC(=O)C1C2CC3c4[nH]c5cc(OC)ccc5c4CCN3CC2CC(O)C1OC (centres undefined) was read as S-ASM inh 92%[activator], TCR activator -2%, TSG101-PTAP inh inconclusive and Integrin act MD 7%.
Cc1c(-n2c(CN3C(=O)c4ccccc4C3=O)nc3ccccc3c2=O)c(=O)n(-c2ccccc2)n1C was read as S-ASM inh -2%, TCR activator 3%, TSG101-PTAP inh 0% and Integrin act MD 24%.
Screening Cc1cccc(N2CCN(CC(O)COc3ccc4ccccc4c3)CC2)c1 (centres undefined) returned S-ASM inh -1%, TCR activator 1%, TSG101-PTAP inh -2% and Integrin act MD 1%.
For C#CCOCCOCCOCCNc1nc(N2CCN(C(=O)Cn3cc(CCO)nn3)CC2)nc(N2CCN(C(=O)Cn3cc(CCCN=C(N)N)nn3)CC2)n1 the results were S-ASM inh 2%, TCR activator 0%, TSG101-PTAP inh -1% and Integrin act MD 0%.
For Cc1cc(C)cc(NS(=O)(=O)CCCS(=O)(=O)Nc2cc(C)cc(C)c2)c1 the results were S-ASM inh -5%, TCR activator -10%, TSG101-PTAP inh -6% and Integrin act MD 6%.
For CCCN(CC(=O)Nc1ccccc1C)C(=O)c1ccc(OCC(=O)N2CCOCC2)c(OCC)c1 the results were S-ASM inh 4%, TCR activator 3%, TSG101-PTAP inh 2% and Integrin act MD -25%.
O=C1N[C@@H](Cc2ccccc2)C(=O)N2[C@@H]3N(S(=O)(=O)c4ccc(F)cc4)c4ccccc4[C@]3(Br)C[C@@H]12 was read as S-ASM inh -11%, TCR activator 0%, TSG101-PTAP inh 0% and Integrin act MD 7%.
For COc1ccc(CCNC(=O)c2cccnc2Cl)cc1OC the results were S-ASM inh 1%, TCR activator -6%, TSG101-PTAP inh -4% and Integrin act MD 17%.
Screening CCCCCCCSc1ncnc2[nH]ncc12 returned S-ASM inh -21%, TCR activator -1%, TSG101-PTAP inh -7% and Integrin act MD -34%[inhibitor].
Screening CC(C=NNC(=O)C(=O)NN=CC(C)=Cc1ccccc1)=Cc1ccccc1 returned S-ASM inh 12%, TCR activator 0%, TSG101-PTAP inh 0% and Integrin act MD -38%[inhibitor].
Screening Cc1c(C(=O)O)sc(S(=O)(=O)N2CCN(C(=O)Cc3ccc(Cl)cc3)CC2)c1C(=O)O returned S-ASM inh 4%, TCR activator 0%, TSG101-PTAP inh -6% and Integrin act MD -32%.
For O=C1/C(=C\c2ccc(Cl)cc2)CCC1CNc1ccc(Cl)cc1 (centres undefined) the results were S-ASM inh -2%, TCR activator -16%, TSG101-PTAP inh 1% and Integrin act MD -13%.
`C#CCOCCOCCOCCNc1nc(N2CCN(C(=O)CCCCCCCCCCNC(=O)[C@H](CCCCN)n3cc(C[C@@H](C)CC)nn3)CC2)nc(N2CCN(C(=O)CCCCCCCCCCNC(=O)[C@H](CCCCN)n3cc(C[C@@H](C)CC)nn3)CC2)n1` gave S-ASM inh -18%, TCR activator -7%, TSG101-PTAP inh 0% and Integrin act MD -41%.
For COc1ccc(NC(=O)CSC2=C(C#N)C(c3ccco3)C(C(=O)Nc3nc4ccccc4s3)=C(C)N2)cc1 (centres undefined) the results were S-ASM inh 191%[activator], TCR activator -3%, TSG101-PTAP inh 2% and Integrin act MD -21%.
O=C(CCC(=O)N1CCN(S(=O)(=O)c2ccc(Cl)cc2)CC1)NCc1cccc(C(F)(F)F)c1 was read as S-ASM inh -2%, TCR activator -2%, TSG101-PTAP inh -1% and Integrin act MD -41%.
CC1(C)CCC[C@]2(C)C(CS(=O)c3ccccc3)=C(C=O)CC[C@@H]12 (some centres undefined) was read as S-ASM inh -2%, TCR activator -1%, TSG101-PTAP inh -4% and Integrin act MD 28%.
For CC(CCc1ccccc1)NC(=O)C1CCC1 (centres undefined) the results were S-ASM inh 0%, TCR activator -2%, TSG101-PTAP inh 0% and Integrin act MD 13%.
Screening O=S(=O)(NCCCc1ccccc1)c1ccc(Br)cc1 returned S-ASM inh -8%, TCR activator 2%, TSG101-PTAP inh -1% and Integrin act MD -16%.

Not all compounds are listed, so the mix of outcomes need not match the whole.
